Screening data from PubChem BioAssay.
T cell HTS: modulates CD8 T cell binding to vesicles; 2C CD8+ T cell-vesicle binding, flow cytometry; stronger effect = lower value; calls only at 7 µM; 330,000 tested, 0.068% active;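 active means response, share of CD8 T cells binding vesicles, and their 90th percentile fluorescence all below set limits, cut at about 80% in these data, passing the limit was not always enough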
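Test system: purified 2C TCR transgenic mouse naive CD8+ T cells. Probe or stimulus: QL9-peptide-loaded Drosophila micro-vesicles bearing Ld, ICAM-1 and B7-1. Incubation: binding step 1.5 h, 37 °C, antibody labelling 20 min, ice. Measured by: flow cytometry of vesicle-bound cells.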
Autophagy mod: autophagy modulation, high-content screen; MEF GFP-LC3 puncta imaging; test concentration mostly 10 µM; calls only at 10 µM (by protocol); 190,000 tested, 0.98% active;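 active means percentage of spot-positive cells more than 3 SD above its plate mean, without a fluorescence outlier flag or 80% toxicity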;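 further: spot-positive cell cutoff set from DMSO-treated cells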
Hep lipid drop: hepatic lipid droplet formation modulation. AID 1656. AML12 mouse hepatocytes, oleate lipid droplets, BODIPY imaging. 240,000 tested, 0.4% active. inhibition, % at 6.5 µM;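 active means lipid droplet intensity inhibited by at least 50%, with more than 500 cells counted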
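Assay system: AML12 mouse liver cells | Compound: 6.5 µM single-point dosing | Schedule: Overnight exposure | Technique: Fluorescence imaging, 20x objective, two fields per well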
human PMI inhibition: inhibitors of human PMI, primary screen, biochemical, fluorescence intensity, coupled assay (AID 1209). 190,000 tested, 0.42% active. purified PMI enzyme, coupled fluorescence intensity; higher % means a stronger effect. inhibition, % at 20 µM; hits with a dose series show IC50 in µM;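 further: plate controls were DMSO vehicle for no effect and wells lacking substrate for full effect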
Ins promoter up: MIN6 insulin promoter up-regulation. MIN6 insulin promoter-GFP reporter, high-content imaging; stronger effect = higher value. z-score at 5 µM. 190,000 tested, 0.3% active. AID 1625;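 active means z-score above 3 at 5 µM with at least 500 cells counted in the well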
MT stabilize HCS: stabilizes microtubules in HeLa cells. AID 2205. HeLa tubulin immunostaining HCS, 24 h; share of cells brighter than vehicle mean+2SD. % tubulin-high responders, % at 10 µM. 200,000 tested, 0.83% active;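 active means plate Z-score above 3 for both tubulin-high and condensed-nucleus cell shares, with cell loss under 80%, at 10 µM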;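 further: anti alpha tubulin signal scored within the nucleus-defined area of each cell; some results filed as inactive read as strong as hits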
TNAP activation fold: human TNAP enzyme activators, primary screen, biochemical, luminescent, no phosphate acceptor, uHTS (AID 1001); purified TNAP, luminescent activation assay, no phosphate acceptor; higher activation fold means a stronger effect; one-dose activation fold at 20 µM; EC50 in µM for titrated hits; 200,000 tested, 0.03% active; in the data active means activation fold from about 3, or a potency from the dose series; inactive means the rest, 99 in 100 with activation fold below about 1.6; further: many of its hits are not listed in these tables
human PMI inhibitors: human PMI inhibitors, high substrate, primary screen, biochemical, fluorescence intensity, high mannose 6-phosphate (AID 1220); recombinant PMI enzyme, coupled fluorescence intensity; higher % means a stronger effect; inhibition, % at 20 µM; hits with a dose series show IC50 in µM; 190,000 tested, 0.66% active
bCat nuc transl: modulators of beta-catenin nuclear translocation. HeLa beta-catenin nuclear translocation, immunofluorescence imaging. nuclear translocation activity, % at 5 µM. 190,000 tested, 0.3% active. AID 1665;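 active means nuclear translocation activity above 50% at 5 µM, with a well cell count of 50 or more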;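 further: per-cell ratio of nuclear to cytoplasmic median beta-catenin stain intensity; plate controls were DMSO negative control for no effect and GSK-3 inhibitor IX positive control for full effect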
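Signal – beta-catenin immunofluorescence imaging with DAPI · Test system – human HeLa cell line · Dosing – 5 µM primary single dose, 0.1% DMSO, 0.02–20 µM confirmation series · Measure – % activation, nuclear-to-cytoplasmic median beta-catenin signal ratio per cell · Incubation – 24 h compound exposure at 37°C, 5% CO2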
Ins promoter up cell count: recorded beside Ins promoter up, whose call it bears; cell count; measured here: cytotoxicity, nuclei count;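 total cells summed across four imaged fields per well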
Hep lipid drop cells 6.5 µM: recorded beside Hep lipid drop, whose call it bears; cell count; measured here: cell count, cytotoxicity flag;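 cells counted across two imaged fields per well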
bCat nuc transl cell count 5 µM: also measured in bCat nuc transl; calls as there; cell count; measured here: cell count, cytotoxicity flag
T cell HTS vesicle-bound %: further read-out of T cell HTS, marked with its call; double positive events, %; measured here: CD8+ vesicle-bound cell fraction;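 binding gate set so that unloaded-vesicle control wells show 10% double positive cells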
MT stabilize HCS Hoechst-high %: recorded beside MT stabilize HCS, whose call it bears; % Hoechst-high responders; measured here: nuclear condensation Hoechst responders;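 share of cells brighter than vehicle mean plus two SD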
MT stabilize HCS cytotoxicity %: second read-out of MT stabilize HCS, no call of its own (marks repeat the call); toxicity, %; measured here: cytotoxicity by cell density;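 0% = mean cell density of plate MIN control wells and 100% = no cells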
Autophagy mod cell loss 18 h: also measured in Autophagy mod; calls as there; toxicity, %; measured here: cell loss, nuclei count;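 cell loss after 18 h compound exposure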
* marks the source's active call; other numbers are inactive results; i = inactive; · = no result given. Unless noted, no stated cut-off is given here; in the data, active means inhibition above about 50%; inactive means the rest.

SMILES	T cell HTS	T cell HTS vesicle-bound %	Autophagy mod	Autophagy mod cell loss 18 h	Hep lipid drop	Hep lipid drop cells 6.5 µM	human PMI inhibition	Ins promoter up	Ins promoter up cell count	MT stabilize HCS	MT stabilize HCS Hoechst-high %	MT stabilize HCS cytotoxicity %	TNAP activation fold	human PMI inhibitors	bCat nuc transl	bCat nuc transl cell count 5 µM
O=C1NCCCC2c3cc(O)c4ccccc4c3OC12N1CCCCC1 (stereo not given)	i	38	i	10	·	·	21%	-0.47	1429	2.7	1.4	7.4	1.1	45%	0.8	997
Cc1ccc2nc(N3CCCCC3)c(C=O)c(=O)n2c1	i	38	i	-7	1	724	-4%	·	·	2.2	1.7	3.0	1.1	-7%	0.8	1522
CC(C)(C)C(=O)CSc1nc2c(c(-c3cccs3)c1C#N)CCC2	i	63	i	-10	10	566	-26%	-0.08	1156	2.0	3.9	14	1.1	-15%	4.8	491
CN(C)S(=O)(=O)c1ccc(NC(=O)C2CC(=O)N(Cc3ccccc3)C2)cc1 (stereo not given)	i	44	i	-1	18	666	-5%	-0.74	1113	3.4	2.1	6.0	1.1	2%	-0.1	992
Cc1ccc(CN2CCN(Cc3ccc(OCCO)cc3)CC2CCO)o1 (stereo not given)	i	27	i	17	-8	707	0%	0.1	1456	4.4	2.0	4.0	1	-7%	-2.7	1037
CN1CCN(c2ccc(Cl)cc2NC(=O)c2ccc([N+](=O)[O-])cc2)CC1	i	4	·	·	7	751	·	-0.27	1035	·	·	·	·	·	0.5	1214
COc1ccccc1COCC(O)CN(Cc1ccco1)Cc1ccccc1O (stereo not given)	i	44	i	1	-26	575	12%	0.04	1568	3.7	2.4	8.2	1.2	4%	0.6	1102
OCCn1c(Cl)nc2ccccc21	i	15	i	-5	-12	706	2%	·	·	3.7	2.4	3.6	1.1	-10%	-0.1	1182
O=C(COc1cccc2cccnc12)NCC(F)(F)F	i	50	i	-6	·	·	20%	·	·	3.5	1.6	6.9	1	56%*	2.3	1175
CCOC(=O)c1ccc2[nH]c3c(c2c1)CCCC3O (stereo not given)	i	54	i	-5	5	677	5%	-1.1	1296	3.5	3.0	0.2	1.1	-2%	3.8	1141
O=C(O)CN1CCN(Cc2ccccc2F)C1=O	i	8	i	-6	-4	719	-6%	0.53	1156	2.2	2.3	4.5	1	0%	2.2	986
COc1ccc(N=c2cc(-c3ccc(OC)cc3)oc3ccccc23)cc1	i	56	i	25	25	643	19%	-0.79	1284	3.7	2.0	2.4	1	7%	2.7	1039
O=c1c2ccccc2nc(SCc2ccc([N+](=O)[O-])cc2)n1-c1ccc(Cl)cc1	i	55	i	9	-15	649	6%	-0.37	1264	7.7	3.4	7.7	1	-3%	-2.1	1113
Cc1ccc(C)c(NS(=O)(=O)c2ccc(OCC(=O)NCc3ccco3)cc2)c1	i	10	i	-11	-9	598	2%	·	·	5.2	2.6	5.7	1.1	-6%	·	·
COc1ccc(OC)c(Nc2nc(NCCCN(C)C)nc(N)c2[N+](=O)[O-])c1	i	34	·	·	-9	716	·	-0.85	946	·	·	·	·	·	-2.9	1107
O=C(c1oc(=O)c2ccccc2c1-c1ccccc1)N1CCC(O)CC1	i	20	i	-3	·	·	1%	0.04	816	4.5	2.4	4.5	1.1	-8%	·	·
Nc1nonc1-n1nnc(C(=O)N/N=C/c2c(Cl)cccc2Cl)c1CSC1=NCCS1	i	14	·	·	25	643	·	-0.06	926	·	·	·	·	·	1.4	1456
Cc1ccnc(NC(=O)Nc2ccc(Br)cc2Cl)c1	i	32	i	-40	-22	719	-4%	1.1	1628	3.1	1.9	0.8	1.1	-5%	0.7	1012
CC(C)=CC(=O)Nc1c(C)cc(C)cc1Cl	i	30	i	28	·	·	-3%	0.06	1381	4.7	1.6	5.8	1.1	2%	1.0	1552
COc1ccc(C(=O)/C=C/Nc2ccc(S(=O)(=O)Nc3cccc(C(C)=O)c3)cc2)cc1	i	50	i	-5	-6	668	20%	-0.86	742	5.9	2.9	1.7	0.9	7%	-0.2	1104
Cc1ccc(/C(N)=N/OC(=O)N2CCOCC2)cc1	i	50	i	-13	·	·	4%	-0.82	1447	3.2	1.9	2.9	1.2	5%	-1.4	1372
CC(=O)c1sc(NC(=O)c2cc3c(C)nn(-c4ccccc4)c3s2)nc1C	i	20	i	-2	·	·	6%	0.3	1562	2.3	1.6	2.2	1	16%	0.0	1442
Cc1onc(-c2ccccc2Cl)c1C(=O)OCC(=O)Nc1cccc(S(=O)(=O)N2CCOCC2)c1	i	47	i	-21	-15	635	10%	·	·	2.6	2.3	8.9	0.9	11%	6.8	759
Cc1cccc(N2CCN(C(=O)C3CCN(c4nnc(-n5cccc5)s4)CC3)CC2C)c1 (stereo not given)	i	59	i	-2	16	664	6%	·	·	3.2	2.5	10	0.9	7%	1.4	1053
Cc1nn(CCc2nn[nH]n2)c2nc(-c3ccc(C4CCCCC4)cc3)cc(C(F)(F)F)c12	i	10	i	0	-17	629	-8%	1.8	965	5.6	0.9	3.5	1.1	2%	17	909
N#Cc1nc(COc2ccccc2)oc1N1CCC(Cc2ccccc2)CC1	i	38	i	12	·	·	10%	0.52	1158	3.8	1.8	3.6	1	8%	-3.9	1196
CCC(=O)Nc1nc2ccccc2n1Cc1ccccc1Cl	i	3	·	·	-16	652	·	-0.14	1031	·	·	·	·	·	-0.1	1275
COc1cc(/C=C(\NC(C)=O)C(=O)NC(C)(C)C)ccc1OC(C)=O	i	48	i	-4	-4	690	16%	0.39	1355	3.8	3.1	1.6	1.1	7%	-3.6	1161
O=C(Cc1ccccc1[N+](=O)[O-])NC1CC1	i	26	i	0	-4	655	2%	·	·	1.8	2.4	5.4	1	7%	1.7	885
COc1ccc2c(c1OC)C(=O)N1C(C(=O)O)Cc3c([nH]c4ccccc34)C21 (stereo not given)	i	6	i	-5	·	·	-28%	-0.2	1008	4.3	4.0	9.1	1.2	-17%	3.2	1108
CCC1CN(C(=O)Nc2cccc(C)c2)c2cc(C)ccc2O1 (stereo not given)	i	16	i	7	-1	706	2%	·	·	4.1	2.5	4.5	1.1	2%	0.7	1561
Cc1ccc2c(SCC(=O)NCc3ccco3)nc(-c3ccc(F)cc3)nc2c1	·	·	i	5	·	·	-10%	0.03	1251	2.7	1.5	4.2	1.1	-2%	-1.1	1198
O=S1(=O)CC=C(CSC(=S)NC2CCS(=O)(=O)C2)C1 (stereo not given)	i	50	i	-46	-18	589	-1%	1.1	1367	3.2	3.8	1.0	1	-7%	0.2	1565
CCCC(CCC(=O)Nc1nccs1)C(=O)O (stereo not given)	i	63	i	22	8	710	3%	0.31	1448	3.1	1.5	3.8	1.1	1%	1.5	1508
CCOc1cnc(-c2c(-c3c(F)cccc3Cl)noc2C)o1	i	51	i	12	-10	693	7%	-0.57	1621	2.8	1.8	4.5	1.1	10%	0.9	902
CCOC(=O)COc1cc(Br)c(C2NC(=O)NC(C)=C2C(C)=O)cc1OCC (stereo not given)	i	2	i	-1	7	773	-2%	·	·	1.0	1.1	7.2	1.1	0%	·	·
O=C(CCl)Nc1cc2[nH]c(=O)[nH]c2cc1Br	i	51	i	16	0	689	-3%	-0.05	627	5.9	3.3	9.8	1	19%	10	1015
S=c1nccc(-c2ccc3c(c2)CCO3)[nH]1	i	52	·	·	-12	679	·	-0.5	1019	·	·	·	·	·	0.1	1305
CCN(CC)CCCNc1nc(C)cc(COC)c1C#N	i	48	i	-2	-7	705	-7%	0.68	1089	2.7	3.6	7.6	0.9	-10%	-2.2	1159
COc1ccc(-c2nnc(SCc3nc4ccccc4s3)n2C(C)C)cc1	i	24	i	26	-6	735	7%	-0.17	1250	1.3	1.8	6.3	1.1	-4%	-0.8	949

One compound at a time, as listed above:
`CCOC(=O)c1ccc2[nH]c3c(c2c1)CCCC3O` (stereo not given) is entered as T cell HTS: i; T cell HTS vesicle-bound %: 54; Autophagy mod: i; Autophagy mod cell loss 18 h: -5; Hep lipid drop: 5; Hep lipid drop cells 6.5 µM: 677; human PMI inhibition: 5%; Ins promoter up: -1.1; Ins promoter up cell count: 1296; MT stabilize HCS: 3.5; MT stabilize HCS Hoechst-high %: 3.0; MT stabilize HCS cytotoxicity %: 0.2; TNAP activation fold: 1.1; human PMI inhibitors: -2%; bCat nuc transl: 3.8; bCat nuc transl cell count 5 µM: 1141
`N#Cc1nc(COc2ccccc2)oc1N1CCC(Cc2ccccc2)CC1` is entered as T cell HTS: i; T cell HTS vesicle-bound %: 38; Autophagy mod: i; Autophagy mod cell loss 18 h: 12; Hep lipid drop: ·; Hep lipid drop cells 6.5 µM: ·; human PMI inhibition: 10%; Ins promoter up: 0.52; Ins promoter up cell count: 1158; MT stabilize HCS: 3.8; MT stabilize HCS Hoechst-high %: 1.8; MT stabilize HCS cytotoxicity %: 3.6; TNAP activation fold: 1; human PMI inhibitors: 8%; bCat nuc transl: -3.9; bCat nuc transl cell count 5 µM: 1196

The list continues.
SMILES	T cell HTS	T cell HTS vesicle-bound %	Autophagy mod	Autophagy mod cell loss 18 h	Hep lipid drop	Hep lipid drop cells 6.5 µM	human PMI inhibition	Ins promoter up	Ins promoter up cell count	MT stabilize HCS	MT stabilize HCS Hoechst-high %	MT stabilize HCS cytotoxicity %	TNAP activation fold	human PMI inhibitors	bCat nuc transl	bCat nuc transl cell count 5 µM
N#Cc1ccccc1OCC(=O)NC(=O)NCc1ccccc1	i	12	i	-16	-14	662	-9%	0.13	1187	1.5	2.8	9.7	1.1	-3%	6.6	850
Cn1c(CN2CCOCC2)nc2cc(NC(=O)COc3ccccc3)ccc21	i	27	i	6	20	760	2%	-0.2	1276	1.6	1.2	7.1	1	-1%	-0.2	1594
CCOC(=O)c1c(NC(=O)CSc2nnc3c(n2)[nH]c2ccc(F)cc23)sc(C(C)=O)c1C	i	41	i	10	·	·	-8%	·	·	2.0	1.6	11	1	-5%	·	·
Cc1cc(C)n(-c2nc(N(C)C)nc(N(C)C)n2)n1	i	12	i	6	-6	755	-23%	·	·	3.1	2.1	4.2	1	-27%	-2.0	557
CC(C)(C)OC(=O)N/N=C/c1cccc([N+](=O)[O-])c1	i	20	i	-7	-1	724	-33%	0.6	1062	2.8	2.7	7.6	0.8	-21%	-2.4	1034
CC(=O)c1c(C)[nH]c2ccccc2c1=O	i	16	i	1	·	·	-9%	0.25	1510	4.0	1.8	6.1	1.1	-7%	-0.2	1315
